Screening data as filed in PubChem.
b-catenin transl = alters nuclear translocation of beta-catenin in HeLa cells; nuclear translocation activity, % at 5 µM; AID 1665; 0.3% of 190,000 active; immunofluorescence imaging;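 active = nuclear translocation activity above 50% at 5 µM, with a well cell count of 50 or more; inconclusive = wells under 50 cells across six images, flagged as toxic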;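 note: per-cell ratio of nuclear to cytoplasmic median beta-catenin stain intensity; plate controls were DMSO negative control for no effect and GSK-3 inhibitor IX positive control for full effect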
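assay system = human HeLa cells, endogenous beta-catenin | times = compound treatment 24 h, 37°C, 5% CO2 | detection = Anti-beta-catenin immunofluorescence on PFA-fixed, Triton-permeabilized cells, DAPI nuclei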
TNAP activators = human TNAP enzyme activators, primary screen, biochemical, luminescent, no phosphate acceptor, uHTS (AID 1001); purified TNAP, luminescent activation assay, no phosphate acceptor; higher activation fold means a stronger effect; one-dose activation fold at 20 µM; EC50 in µM for titrated hits; 0.03% of 200,000 active; in the data active = activation fold from about 3, or a potency from the dose series; inactive = the rest, 99 in 100 with activation fold below about 1.6; note: many of its hits are not listed in these tables
Ins promoter up = MIN6 insulin promoter up-regulation | 0.3% of 190,000 active | AID 1625 | MIN6 insulin promoter-GFP reporter, high-content imaging; stronger effect = higher value | z-score at 5 µM;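 active = z-score above 3 at 5 µM with at least 500 cells counted in the well; inconclusive = wells under 500 cells, flagged as cytotoxic or low count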
human PMI inhibition = MPI enzyme activity inhibition – biochemical, fluorescence intensity, coupled assay, primary screen (AID 1209) | inhibition, % at 20 µM, or IC50 in µM where a hit was titrated | 0.42% of 190,000 active | purified PMI enzyme, coupled fluorescence intensity; higher % means a stronger effect;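 note: plate controls were DMSO vehicle for no effect and wells lacking substrate for full effect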
MT stabilizer = microtubule stabilizers in HeLa cells. HeLa tubulin immunostaining HCS, 24 h; share of cells brighter than vehicle mean+2SD. % tubulin-high responders, % at 10 µM. 0.83% of 200,000 active. AID 2205;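 active = plate Z-score above 3 for both tubulin-high and condensed-nucleus cell shares, with cell loss under 80%, at 10 µM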;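 note: anti alpha tubulin signal scored within the nucleus-defined area of each cell; some results filed as inactive read as strong as hits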
T cell modulator = modulates CD8 T cell binding to vesicles. 2C CD8+ T cell-vesicle binding, flow cytometry; stronger effect = lower value. 0.068% of 330,000 active. calls only at 7 µM;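 active = response, share of CD8 T cells binding vesicles, and their 90th percentile fluorescence all below set limits, cut at about 80% in these data, passing the limit was not always enough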
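Incubation: binding step 1.5 h, 37 °C, antibody labelling 20 min, ice; system: murine 2C transgenic CD8+ T lymphocytes; technique: cytometric PE anti-B7-1 and Alexa647 anti-CD8 signals after 1% paraformaldehyde fixation; also added: QL9-charged Drosophila Ld/ICAM-1/B7-1 vesicles; control set: naked versus QL9-loaded vesicles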
human PMI inhibitors = MPI inhibition at elevated mannose 6-phosphate – biochemical, fluorescence intensity, high mannose 6-phosphate, primary screen (AID 1220). 0.66% of 190,000 active. one-dose inhibition, % at 20 µM; IC50 in µM for titrated hits. recombinant PMI enzyme, coupled fluorescence intensity; higher % means a stronger effect
Hep lipid drop = modulators of hepatic lipid droplet formation; AML12 mouse hepatocytes, oleate lipid droplets, BODIPY imaging; inhibition, % at 6.5 µM; 0.4% of 240,000 active;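 active = lipid droplet intensity inhibited by at least 50%, with more than 500 cells counted; inconclusive = wells with under 300 cells, treated as cytotoxic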
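Technique: fluorescence imaging, 20x objective, two fields per well / Assay system: AML12 hepatocytes (mouse) / Measure: % inhibition of lipid droplet signal / Doses: 6.5 µM single-point dosing / Incubation: overnight exposure / Reagent: 100 µM oleic acid challenge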
Autophagy HCS = modulators of autophagy | 0.98% of 190,000 active | calls only at 10 µM (by protocol) | MEF GFP-LC3 puncta imaging; test concentration mostly 10 µM;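 active = percentage of spot-positive cells more than 3 SD above its plate mean, without a fluorescence outlier flag or 80% toxicity; inconclusive = no clear call, values can overlap the other calls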;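 note: spot-positive cell cutoff set from DMSO-treated cells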
Ins promoter up cell count = also measured in Ins promoter up; calls as there; cell count; measured here: cytotoxicity, nuclei count;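 total cells summed across four imaged fields per well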
Hep lipid drop cells 6.5 µM = also measured in Hep lipid drop; calls as there; cell count; measured here: cell count, cytotoxicity flag;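 cells counted across two imaged fields per well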
b-catenin transl cell count 5 µM = also measured in b-catenin transl; calls as there; cell count; measured here: cell count, cytotoxicity flag
T cell modulator vesicle-bound % = also measured in T cell modulator; calls as there; double positive events, %; measured here: CD8+ vesicle-bound cell fraction;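 binding gate set so that unloaded-vesicle control wells show 10% double positive cells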
MT stabilizer Hoechst-high % = also measured in MT stabilizer; calls as there; % Hoechst-high responders; measured here: nuclear condensation Hoechst responders;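 share of cells brighter than vehicle mean plus two SD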
MT stabilizer cytotoxicity % = second read-out of MT stabilizer, no call of its own (marks repeat the call); toxicity, %; measured here: cytotoxicity by cell density;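 0% = mean cell density of plate MIN control wells and 100% = no cells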
Autophagy HCS cell loss 18 h = also measured in Autophagy HCS; calls as there; toxicity, %; measured here: cell loss, nuclei count;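 cell loss after 18 h compound exposure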
Starred values were filed as active, the others as inactive; i = inactive; ? = inconclusive; / = no result given; + = active, no number. Cut-off read from the data, not from the text of the source, unless noted: active = inhibition above about 50%; inactive = the rest.

SMILES	b-catenin transl	b-catenin transl cell count 5 µM	TNAP activators	Ins promoter up	Ins promoter up cell count	human PMI inhibition	MT stabilizer	MT stabilizer Hoechst-high %	MT stabilizer cytotoxicity %	T cell modulator	T cell modulator vesicle-bound %	human PMI inhibitors	Hep lipid drop	Hep lipid drop cells 6.5 µM	Autophagy HCS	Autophagy HCS cell loss 18 h
COc1ccc(CCn2c(=O)[nH]c3cc(C(=O)N4CCN(c5ccccc5)CC4)ccc3c2=O)cc1OC	-0.2	1108	1.1	0.16	1235	16%	2.8	2.9	5.1	i	48	5%	-1	682	i	8
Cn1cc([N+](=O)[O-])c(C(=O)NNC(=O)c2ccc([N+](=O)[O-])cc2)n1	-1.0	1092	1	-1.1	1268	-5%	2.3	1.6	1.2	i	48	-3%	3	727	i	22
O=C(CC1S/C(=N/N=C/c2ccco2)NC1=O)Nc1cccc(Cl)c1Cl (stereo not given)	-0.4	1121	1.1	-0.88	1370	-19%	4.5	1.3	5.1	i	48	-18%	19	699	i	9
CCOc1ccc(S(=O)(=O)Nc2ccccc2SC)cc1	-0.2	1452	1.1	-0.19	1382	4%	17	9.5	11	i	39	0%	/	/	i	11
COc1cccc(-n2nnnc2SCC(=O)Nc2nc3c(s2)CCCC3)c1	3.4	1088	1	/	/	27%	4.3	2.1	5.5	i	35	27%	-20	770	i	-20
NC(=O)c1ccccc1N/C=C/C(=O)c1ccc(F)cc1	-2.7	1292	1.1	0.34	1432	-21%	1.3	2.1	10	/	/	-48%	/	/	i	-7
CCOC(=O)C(=NC1CCCCC1)NNc1cccc(C(F)(F)F)c1	-0.8	1079	1	0.52	1465	19%	3.0	3.8	13	i	50	12%	-16	562	i	-5
Cc1cc(OCCn2ccnc2)ccc1C(C)C	-1.7	908	1.1	0.07	1171	-4%	2.3	2.2	13	i	52	-17%	-4	686	i	-6
COc1cccc(OCCn2cccc2/C=C2/C(=N)N3OC(C)=CC3=NC2=O)c1	-1.4	1167	1	/	/	12%	3.5	2.9	4.4	i	52	16%	-9	682	i	21
CCOC(=O)c1cnc(SCC(=O)Nc2ccc(N3CCOCC3)c(Cl)c2)nc1N	/	/	1	/	/	14%	1.9	2.5	9.8	i	6	10%	/	/	i	7
COc1cc(OC)cc(C(=O)NCC2CCCO2)c1 (stereo not given)	/	/	1.1	1.4	1316	8%	5.7	3.0	6.9	i	4	13%	-7	777	i	0
CCCN(c1ccc(C(=O)OC)cc1)S(=O)(=O)c1ccccc1	0.2	1090	0.9	0.64	1322	1%	1.0	1.0	4.2	i	62	4%	-12	684	i	28
COc1ccc2c(CCNC(N)=S)c[nH]c2c1	1.4	1268	/	0.98	1046	/	/	/	/	i	31	/	1	713	/	/
CN(C)c1nc2c(c(N)nn2-c2ccc(Cl)cc2)c(=O)o1	4.7	1201	1.1	-0.22	1464	-13%	1.9	1.7	5.6	i	35	-4%	/	/	i	-34
C=CCn1nc2n(c1=O)-c1ccccc1SC2	0.0	1298	/	0.06	1165	/	/	/	/	i	5	/	14	682	/	/
COc1ccc(C2C(C(=O)OC3CCCCC3)=C(C)Nc3nnnn32)c(OC)c1OC (stereo not given)	-1.0	583	1	-0.6	1250	11%	3.6	2.9	2.9	i	46	7%	-20	757	i	2
CS(=O)(=O)N(CC(=O)Nc1ccccc1C(=O)NCCc1ccccc1)c1ccc2c(c1)OCCO2	1.1	1158	1.1	-0.59	1017	13%	1.5	0.8	3.5	i	38	3%	1	763	i	-7
CCOC(=O)c1nnn(CC(=O)N2N=C(c3ccccc3)CC2c2ccccc2)c1C(=O)OCC (stereo not given)	-1.9	496	1.1	/	/	10%	2.1	5.0	19	i	35	18%	-6	757	i	-1
Cc1cc(C)c(-n2c(C)cc(/C=C3/NC(=O)NC3=O)c2C)c(C)c1	0.0	1385	1	-0.96	1615	4%	3.4	1.7	1.4	i	30	4%	/	/	i	4
COc1ccc(C(=O)Nc2ccc(S(=O)(=O)Nc3cc(C)nc(C)n3)cc2)c(OC)c1	-5.0	989	1.1	-0.55	1075	3%	1.7	2.0	10	i	10	10%	/	/	i	6

Full records as entered above:
Profile of `Cn1cc([N+](=O)[O-])c(C(=O)NNC(=O)c2ccc([N+](=O)[O-])cc2)n1` → b-catenin transl = -1.0; b-catenin transl cell count 5 µM = 1092; TNAP activators = 1; Ins promoter up = -1.1; Ins promoter up cell count = 1268; human PMI inhibition = -5%; MT stabilizer = 2.3; MT stabilizer Hoechst-high % = 1.6; MT stabilizer cytotoxicity % = 1.2; T cell modulator = i; T cell modulator vesicle-bound % = 48; human PMI inhibitors = -3%; Hep lipid drop = 3; Hep lipid drop cells 6.5 µM = 727; Autophagy HCS = i; Autophagy HCS cell loss 18 h = 22
Profile of `CCOc1ccc(S(=O)(=O)Nc2ccccc2SC)cc1` → b-catenin transl = -0.2; b-catenin transl cell count 5 µM = 1452; TNAP activators = 1.1; Ins promoter up = -0.19; Ins promoter up cell count = 1382; human PMI inhibition = 4%; MT stabilizer = 17; MT stabilizer Hoechst-high % = 9.5; MT stabilizer cytotoxicity % = 11; T cell modulator = i; T cell modulator vesicle-bound % = 39; human PMI inhibitors = 0%; Hep lipid drop = /; Hep lipid drop cells 6.5 µM = /; Autophagy HCS = i; Autophagy HCS cell loss 18 h = 11

(next part)
SMILES	b-catenin transl	b-catenin transl cell count 5 µM	TNAP activators	Ins promoter up	Ins promoter up cell count	human PMI inhibition	MT stabilizer	MT stabilizer Hoechst-high %	MT stabilizer cytotoxicity %	T cell modulator	T cell modulator vesicle-bound %	human PMI inhibitors	Hep lipid drop	Hep lipid drop cells 6.5 µM	Autophagy HCS	Autophagy HCS cell loss 18 h
Cc1cc(/C=C(\C#N)C(=O)O)c(C)n1CC(C)C	-0.6	1107	1.1	0.67	1444	4%	5.0	1.9	7.7	i	63	-2%	-11	701	i	0
C/C(=N\NC(=O)COc1ccc(C(C)(C)C)cc1)c1ccc(OC(F)F)cc1	-1.6	1127	1.1	0.1	1483	22%	2.8	3.5	10.0	i	2	20%	13	579	i	1
O=C1CCCC2=C1C(c1ccccc1)CC(=O)N2c1ccccc1 (stereo not given)	-1.5	1037	1.1	-0.56	1042	2%	5.2	3.2	6.1	i	53	8%	/	/	i	-7
CC(=O)CC(=O)Nc1ncc(C(F)(F)F)cc1Cl	-0.9	1088	1	-0.06	1215	3%	5.3	1.8	9.3	i	50	9%	-11	696	i	1
Cc1ccc(Cn2c(=O)n(Cc3ccco3)c(=O)c3ccccc32)cc1	1.5	866	1	/	/	4%	4.6	3.3	9.9	i	6	9%	-5	720	i	20
NNc1nc(Nc2ccccc2)nc(N2CCCCC2)n1	-4.8	1256	1	-0.37	729	6%	3.2	1.8	3.7	i	50	3%	-14	739	i	1
C=CCn1c(SCC(=O)N2CCc3ccccc3C2)nc2sc(C)cc2c1=O	-0.2	1298	1	-0.19	1484	11%	3.1	2.3	6.5	i	58	13%	/	/	i	12
O=C(NCCc1ccccc1)C1CC(=O)N(C2CCCCCC2)C1 (stereo not given)	/	/	1	0.79	1260	6%	4.6	2.8	0.1	i	16	-2%	0	744	i	-6
O=C(c1cccc([N+](=O)[O-])c1)N1CCCC(C(=O)N2CCCCC2)C1 (stereo not given)	-0.3	1263	/	0.15	992	/	/	/	/	i	35	/	0	692	/	/
Cc1ccc(C)c2[nH]c(=O)c(CN(Cc3ccc4c(c3)OCO4)Cc3nnnn3Cc3ccco3)cc12	-0.2	1320	1.1	-0.51	1449	6%	2.7	1.6	6.0	i	58	7%	/	/	i	-3
COc1ccc(-n2c(SCc3ccc([N+](=O)[O-])cc3)nnc2-c2ccccc2)cc1	-0.5	864	1.1	/	/	20%	4.6	1.9	3.1	i	48	12%	?	/	i	-9
Cc1cc(Cl)ccc1OCCCC(=O)NCC1CCCO1 (stereo not given)	-2.5	1371	1.1	-0.05	1506	2%	2.6	2.0	5.6	i	0	-1%	/	/	i	-3
CC(=O)c1c(C(C)=O)c(C)n(-c2ccc(N)c(C)c2)c1C	0.9	1090	1.1	0.68	834	21%	1.1	1.2	14	i	46	12%	0	760	i	-5
CCc1ccc(/C=C2\Oc3c(ccc(O)c3CN3CCN(C)CC3)C2=O)cc1	1.0	1370	/	0.57	1062	/	/	/	/	i	28	/	20	786	/	/
CC1(C)CC(NC(=O)c2cccc3ccccc23)CC(C)(C)N1	/	/	1.2	0.03	945	-6%	0.8	0.9	6.5	i	6	-8%	3	802	i	-1
OCCN1CCN(CC(O)COc2ccc(C34CC5CC(CC(C5)C3)C4)cc2)CC1 (stereo not given)	32	912	1.1	-0.86	761	-14%	8.1	3.7	8.3	i	30	-6%	2	721	+	-3.5*
Cc1ccc2oc(=O)c3cnn(CC(=O)Nc4ccccc4N4CCN(C)CC4)c3c2c1	0.4	1101	1.1	0.89	1965	-2%	2.7	3.1	3.2	i	28	4%	0	662	i	3
Cc1cccc(C)c1NC(=O)CN(C)C(C)C(=O)Nc1ccccc1-c1ccccc1 (stereo not given)	-4.1	1130	1.1	0.12	1333	-2%	2.2	3.2	8.9	i	25	11%	-46	733	i	23
Cn1cc(C(=O)N/N=C/c2ccc3c(c2)OCO3)c2ccccc21	0.0	1338	/	-0.29	897	/	/	/	/	i	56	/	3	770	/	/
CC(C)(C)NC(=O)C(c1ccccc1F)N(Cc1ccco1)C(=O)c1csnn1 (stereo not given)	-0.7	1110	1.1	0.48	1337	-2%	4.4	2.7	7.1	i	20	-5%	/	/	i	-5
CCOC(=O)C1(Cc2cccc(OC)c2)CCN(Cc2cccc3c2OCO3)CC1	-1.7	985	1.1	-0.66	1475	5%	3.5	2.6	0.7	i	22	4%	-44	693	i	-13
Cc1nc2c(c(-c3ccccc3)c1C#N)C(=O)c1ccccc1-2	-0.2	1306	1	-0.5	1678	8%	3.1	2.1	11	i	58	12%	/	/	i	1

No enrichment for hits; 2.9% or so of the library scored in one or more.
